# Cardiac RTF inh = cardiac RTF calcium sensitivity inhibitors, primary screen, biochemical, IANBD-TnC fluorescence, EC70 calcium; Troponin I, cardiac muscle (Homo sapiens) + Troponin T, cardiac muscle (Homo sapiens) + …; IANBD-labeled cardiac RTF, Ca2+ fluorescence; inhibition, % at 7.15 µM; 340,000 compounds, 0.12% hits; AID 493244, 2011;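 active means inhibition above the mean inhibition of all tested compounds plus 3 SD, cut at about 17% in these data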;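 further: assay run at fixed EC70 calcium of 1.6 mM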
# C-LANA FP = inhibitors of KSHV C-LANA binding to DNA, primary screen, biochemical, fluorescence polarization, FAM-LBS DNA, MBP-C-LANA, single point | Kaposi's sarcoma herpesvirus LANA C-terminal domain (residues 932-1162) DNA binding | inhibition, % at 9 µM | 340,000 compounds, 0.078% hits | AID 504423, 2011;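 active means highest replicate inhibition at or above 60% at 9 µM, even if other replicates fall short; inactive means all replicates below 60% inhibition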;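 further: 0% = neutral control wells and 100% = 4 µM acridine orange control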
# DSG3 Ab inh = inhibitors of pemphigus antibody binding to DSG3, primary screen, biochemical, bead-based, flow cytometry, scFv-GFP. Desmoglein-3 (Homo sapiens), P32926. DSG3-coupled beads, scFv-anti-DSG3-GFP binding; active compounds read low. binding (percent of control), % at 10 µM. 310,000 compounds, 0.48% hits;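 active means binding more than 3 SD below its plate's average and above zero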;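 further: hits lower antibody fragment binding to DSG3; some compounds called inactive have numbers as strong as hits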
# Arrestin-AP2 inh = inhibitors of beta-arrestin/AP2 binding, primary screen, biochemical, GPCR trafficking, flow cytometry | inhibition, % at 10 µM | FITC-arrestin peptide / GST-AP2 beads; AP2 beta2 appendage carries R879A mutation | beta-arrestin 1 C-terminal peptide binding to AP2 beta2-adaptin appendage (human) | 340,000 compounds, 0.31% hits;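 active means inhibition above a set limit, near 3 SD of compounds lacking own fluorescence, cut at about 54% in these data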;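 further: plate controls were DMSO wells for no effect and 5 µM unlabelled arrestin peptide for full effect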
#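 Assay system: GST-AP2 R879A bound to glutathione beads, E. coli-expressed; Medium: PBS with 0.05% Tween 20 and 0.1% BSA; Also added: fluorescein-tagged arrestin peptide at 50 nM final; Timing: 12 min plus 1 h, RT; Measured by: flow cytometry, FL1 (488/535 nm); Evaluation: percent drop in bead-associated FITC signal.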
# NSD2 inh = NSD2 histone methyltransferase inhibitors, primary screen, biochemical, AlphaScreen, single concentration, set 2 | Histone-lysine N-methyltransferase NSD2 (Homo sapiens), O96028 | 310,000 compounds, 0.54% hits | inhibition, % at 12.5 µM | NSD2 peptide methylation, 120 min; in the data active means inhibition above about 50%
# Target sequence (O96028 whole entry, looked up): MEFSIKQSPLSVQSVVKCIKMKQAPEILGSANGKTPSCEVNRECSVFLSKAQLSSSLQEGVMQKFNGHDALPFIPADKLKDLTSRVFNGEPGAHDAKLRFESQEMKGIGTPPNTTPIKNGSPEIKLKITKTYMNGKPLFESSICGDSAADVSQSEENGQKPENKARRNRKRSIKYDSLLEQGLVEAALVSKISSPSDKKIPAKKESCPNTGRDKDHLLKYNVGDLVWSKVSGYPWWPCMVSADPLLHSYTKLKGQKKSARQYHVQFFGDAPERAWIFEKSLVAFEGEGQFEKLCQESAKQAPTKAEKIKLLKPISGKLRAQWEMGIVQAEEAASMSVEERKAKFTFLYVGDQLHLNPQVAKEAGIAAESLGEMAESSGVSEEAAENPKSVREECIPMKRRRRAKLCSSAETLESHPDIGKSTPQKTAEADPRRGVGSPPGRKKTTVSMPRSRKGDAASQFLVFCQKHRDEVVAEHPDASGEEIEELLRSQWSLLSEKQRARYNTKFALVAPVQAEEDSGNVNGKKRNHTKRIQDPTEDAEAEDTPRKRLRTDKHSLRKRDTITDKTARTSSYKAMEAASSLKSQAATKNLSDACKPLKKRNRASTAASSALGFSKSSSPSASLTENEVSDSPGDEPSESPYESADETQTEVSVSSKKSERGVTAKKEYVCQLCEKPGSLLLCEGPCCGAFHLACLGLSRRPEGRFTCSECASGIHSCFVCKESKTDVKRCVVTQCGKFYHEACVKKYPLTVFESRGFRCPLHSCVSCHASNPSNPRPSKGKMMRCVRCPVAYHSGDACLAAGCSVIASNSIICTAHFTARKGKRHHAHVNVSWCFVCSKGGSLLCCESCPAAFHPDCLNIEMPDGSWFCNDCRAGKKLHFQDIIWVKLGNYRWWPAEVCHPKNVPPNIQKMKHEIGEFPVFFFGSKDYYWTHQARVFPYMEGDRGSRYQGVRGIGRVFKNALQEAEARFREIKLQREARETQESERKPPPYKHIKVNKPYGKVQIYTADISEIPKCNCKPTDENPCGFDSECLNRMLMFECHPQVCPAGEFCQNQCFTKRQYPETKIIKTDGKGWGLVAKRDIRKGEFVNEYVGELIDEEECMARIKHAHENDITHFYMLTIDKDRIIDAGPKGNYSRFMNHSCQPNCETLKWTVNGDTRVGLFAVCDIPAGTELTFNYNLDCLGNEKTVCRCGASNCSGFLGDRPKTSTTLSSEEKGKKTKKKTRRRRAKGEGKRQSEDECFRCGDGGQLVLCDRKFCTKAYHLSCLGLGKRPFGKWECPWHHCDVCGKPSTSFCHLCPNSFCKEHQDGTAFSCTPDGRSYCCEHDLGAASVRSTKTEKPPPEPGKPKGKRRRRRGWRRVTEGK
# CAL PDZ FP-1 = untagged CAL PDZ binding inhibitors, primary screen, biochemical, fluorescence polarization, HTS; Golgi-associated PDZ and coiled-coil motif-containing protein (Homo sapiens), Q9HD26; inhibition, % at 24.9 µM; purified CAL PDZ, TMR-peptide fluorescence polarization, 1 h; 300,000 compounds, 0.92% hits; AID 602252, 2012;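 active means mean inhibition of at least 30% with at least half of replicates also reaching 30%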;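 further: 0% = DMSO neutral control and 100% = excess unlabeled competitor peptide PRC23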
# CAL PDZ FP-2 = CAL PDZ peptide-binding inhibitors, primary screen, biochemical, fluorescence polarization, Cer-tagged CAL PDZ, HTS; Golgi-associated PDZ and coiled-coil motif-containing protein (Homo sapiens), Q9HD26; purified CAL PDZ, TMR-peptide fluorescence polarization, 1 h; inhibition, % at 20 µM; 330,000 compounds, 0.02% hits; AID 504414, 2011;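 active means highest replicate inhibition of at least 40%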;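 further: plate controls were DMSO neutral control wells for no effect and unlabeled competitor peptide control wells for full effect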
#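 System: tagged CAL PDZ domain. Schedule: 1 h room-temperature incubation prior to read. Signal: fluorescence polarization (mP). Measure: percent inhibition from loss of millipolarization.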
# DAGLB inh = DAGLB lipase inhibitors, primary screen, biochemical, fluorescence, HTS | Diacylglycerol lipase-beta (Homo sapiens), Q8NCG7 | HEK293T DAGLB membrane lysate, EnzChek fluorogenic substrate | 340,000 compounds, 0.059% hits | AID 504411, 2011 | inhibition, % at 5.17 µM; in the data active means inhibition above about 34%;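 further: 0% = enzyme with vehicle and 100% = wells lacking enzyme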
# Keap1 Nrf2 FP = Keap1-Nrf2 protein-protein interaction inhibitors, primary screen, biochemical, fluorescence polarization, single point. Kelch-like ECH-associated protein 1 (Homo sapiens), Q14145. 340,000 compounds, 0.15% hits. inhibition, % at 9.4 µM. AID 504523, 2011. Keap1 Kelch-Nrf2 peptide fluorescence polarization, 1536-well; in the data active means inhibition above about 12%;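 further: human Keap1 Kelch domain with fluorescein labeled Nrf2 9mer peptide probe; 0% = neutral control wells and 100% = peptide positive control; higher means more block of Keap1 binding to Nrf2 peptide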
# V-ATPase pH = regulators of yeast V-ATPase proton pumping, primary screen, pHLuorin cytosolic pH fluorescence. S. cerevisiae. response, % at 10 µM. 350,000 compounds, 0.37% hits; in the data active means response mostly above about 7.3%, no sharp cut-off; inactive means mostly below about 5.4%; further: actives read high; inactives centre near 0; some compounds called inactive have numbers as strong as hits; reference of the scale not given here
# An asterisk follows results filed as active; . = not tested or not shown. This is a subset; rates above refer to the full screens.
SMILES,Cardiac RTF inh,C-LANA FP,DSG3 Ab inh,Arrestin-AP2 inh,NSD2 inh,CAL PDZ FP-1,CAL PDZ FP-2,DAGLB inh,Keap1 Nrf2 FP,V-ATPase pH
Cc1ccc(-n2nnnc2-c2cnc3ccc(Cl)cc3c2-c2ccccc2)cc1,-2,-1.2,.,25,3,-2,.,-2,0,-4
Cc1cc(C)c2c(c1)c1nnc(SCCN3CCOCC3)nc1n2C,-7,-0.2,103,-5,3,0,-0.5,-2,4,0
Cc1ccccc1N1CCN(C2CCCN(C(=O)c3ccnn3C)C2)CC1 (configuration not stated),-5,0.1,111,-12,-3,-4,-2.1,0,-1,4
Cc1ccc(S(=O)(=O)NC(=O)c2ccc(Br)o2)cc1,0,1.4,105,7,.,1,0.7,3,-3,2
COCCCN1C(=O)c2ccc(C(=O)Nc3ccc(OC)cc3)cc2C1=O,-2,0.1,98,-8,0,-1,-1.0,0,-2,-2
COc1cccc(NC(=O)c2cc(OC)c(OC)c(OC)c2Br)c1,-1,-0.9,102,1,-3,-3,-1.6,2,3,-2
O=C(O)C1CC(=O)N(c2ccc(OCc3c(F)cccc3Cl)cc2)C1 (configuration not stated),4,-2.8,110,5,0,-4,.,-1,-3,-1
COCC(=O)N(CCN(C)C)Cc1cc2cc3c(cc2nc1Cl)OCO3,-12,1.9,101,30,-3,2,-1.0,2,3,-6
Cc1ccc(-c2cc(C(=O)N/N=C/C=C/c3ccccc3)n[nH]2)o1,-5,-0.2,83,6,2,-5,-5.8,3,2,-3
O=C(CCSc1nnc(-c2ccncc2)o1)Nc1ccc(F)cc1,-19,2.3,96,11,2,-5,-1.3,-3,-3,3
N#Cc1ccc(OCCN2CCc3ccccc3C2)cc1,1,-0.4,115,-20,0,-10,0.7,0,-2,0
O=C(Nc1cccc(C(F)(F)F)c1)c1cnc2n(c1=O)CCS2,-7,-0.9,100,6,.,.,0.0,0,-3,-3
Cc1cc(OCc2cn(CC(=O)c3ccc(O)cc3)nn2)ccc1[N+](=O)[O-],2,-1.4,101,31,.,-2,-0.8,-3,-2,-2
CC1(C)Cc2c(C#N)c(N3CCN(C(=O)c4ccco4)CC3)nc(Cc3ccccc3)c2CO1,-6,-0.8,99,-2,14,-2,.,-2,-4,-4
Cn1c2c(c(=O)n(C)c1=O)C(c1ccc(Br)cc1)C(C#N)=C(N)N2 (configuration not stated),-1,-1.4,103,21,0,-2,-0.7,-1,3,1
Cc1ccc(-n2nc3ccc(NC(=O)c4ccc5c(c4)OCO5)cc3n2)cc1,-6,-5.8,102,2,0,.,-2.8,-3,-3,2
COc1cccc(/C=N/NC(=O)c2[nH]nc3c2CCc2ccccc2-3)c1,.,.,105,-9,-3,.,.,.,.,-3
O=c1cc(CN2CCN(c3ccccc3)CC2)c2c(ccc3ccccc32)o1,-8,1.0,103,4,0,.,-0.6,-6,-4,1
O=C(NC1CCCCC1)C(c1ccc2ncccc2c1)N(Cc1ccc2c(c1)OCO2)C(=O)c1ccc2c(c1)OCCO2 (configuration not stated),-6,-2.3,90,3,1,-7,-1.7,2,-6,1
CC1CCCCC1NC(=O)C1CCN(C(=O)NC2CCCCC2)CC1 (configuration not stated),7,0.1,104,9,0,0,-3.1,-1,-6,-3
Cc1ccc(S(=O)(=O)N(C)C)cc1[N+](=O)[O-],0,-1.0,98,-10,-1,.,-1.6,-18,2,1
CC(C)c1nnc(NC(=O)C2CC(=O)N(CCc3ccc(F)cc3)C2)s1 (configuration not stated),0,0.1,98,17,-4,-4,-1.1,0,-3,-3
COc1ccc2nc3sc(C(=O)NCCCN4CCc5ccccc5C4)cc3cc2c1,-6,-1.1,103,7,28,.,-9.6,2,-4,1
Cc1cc(C)nc(SCc2cn3ccccc3n2)n1,-9,0.2,111,31,-3,0,0.1,-1,-1,-9
O=C(CCCn1c(=S)[nH]c2cc3c(cc2c1=O)OCO3)NCCc1ccc(Cl)cc1,.,.,101,.,-4,.,.,-3,.,-1
CCCCN1CC[C@H]2C=CC[C@@H](C(=O)Nc3ccc(Cl)c(C(F)(F)F)c3)[C@H]2C1=O,-2,-2.4,98,2,.,-1,0.7,-7,0,-4
COCCNC(=O)c1cc2nc3c(c(C(F)(F)F)n2n1)CCc1ccccc1-3,-6,-1.4,92,8,-4,-6,-2.0,0,2,-7
CCCC(=O)Nc1ccc(NC(=S)NC(=O)c2cccs2)cc1,3,2.0,102,-10,.,-3,-1.2,1,-6,3
O=S(=O)(NCc1ccco1)c1cccc(S(=O)(=O)N2CCOCC2)c1,-3,3.4,108,-8,-1,-2,1.0,-2,-2,1
CCOc1ccccc1N1CCN(CC(=O)Nc2nc(C)c(C(=O)N(C)C)s2)CC1,4,-1.7,110,28,-1,0,-1.7,1,-3,1
CCc1cc(=O)oc2cc(OCC(=O)NCCCn3ccnc3)ccc12,-6,0.2,104,-12,-5,-1,-1.4,-1,-3,4
CCCSCCCNC(=O)c1ccccc1NC(=O)C1=CSCCO1,-6,-0.2,.,-7,3,-3,-2.3,-3,2,-2
O=C(NCc1ccc2c(c1)OCO2)C1CCC(CNS(=O)(=O)c2ccccc2)CC1 (configuration not stated),-6,0.2,109,3,1,0,-1.2,2,-4,0
O=C(c1ccco1)N(Cc1ccc(Cl)cc1)Cc1ccco1,-3,0.3,.,19,3,-7,-0.7,-3,-4,-1
O=C(c1coc(=O)c2ccccc12)N1CCN(Cc2ccccc2)CC1,2,0.6,108,-2,5,-5,0.8,-2,-2,0
O=C(CN1C(=O)S/C(=C\C=C\c2ccccc2)C1=O)Nc1ccc(C(=O)O)cc1,-13,0.8,81,-11,19,1,-3.4,4,-5,-2
Cc1cc(C(=O)Nn2c(-c3ccncc3)nc3ccccc3c2=O)ccc1[N+](=O)[O-],-10,-0.4,106,6,-1,-3,-1.9,-2,-4,1
CCCCn1c(N)c(N(CCC(C)C)C(=O)COC(=O)c2ccc3ccccc3c2)c(=O)[nH]c1=O,-2,1.3,99,-10,0,-2,-1.3,1,-4,7
COc1ccc(/C(C)=N/Nc2ccc(F)cc2F)c(O)c1,10,-0.5,107,13,.,-5,-0.3,-1,7,-2
COC(=O)c1ccccc1NC(=O)CSc1nc(N)cc(N)n1,4,-2.4,90,3,.,-6,-0.5,0,-6,0
COc1ccc(OCC(O)CN2CCN(c3ncccn3)CC2)cc1 (configuration not stated),-2,-0.8,89,5,1,0,-0.5,-1,-7,-3
CCCc1cc(=O)[nH]c(SCC(=O)c2c(N)n(C)c(=O)n(C)c2=O)n1,11,-0.1,107,3,-1,1,-0.2,4,-5,2
CCN1CCCn2c1nc1c2c(=O)n(C)c(=O)n1C,-9,1.3,106,-5,1,2,0.4,-2,-1,0
COC1CCCN(Cc2nc(Cc3ccccc3F)no2)C1 (configuration not stated),6,1.4,107,-6,.,-4,-0.3,-1,-3,4
COc1cccc(NC(=O)CSc2nnc(Cc3ccc(OC)c(OC)c3)o2)c1,-5,1.4,112,0,6,-1,-2.6,2,-2,-4
O=C(COC(=O)CCC(=O)c1cccs1)Nc1ccc(S(=O)(=O)N2CCOCC2)cc1,-13,1.6,90,-5,-1,-5,-3.2,2,0,3
O=C(CSc1ccccn1)Nc1nc2c(ccc3ccccc32)s1,-4,-1.5,109,-2,29,-3,-2.1,-18,1,-3
c1ccc(-c2nnnc3ccccc23)cc1,-1,-0.2,108,-11,-4,-4,-0.8,2,0,1

# Quoted from the listing.
# NSD2 inh with O=C(CCCn1c(=S)[nH]c2cc3c(cc2c1=O)OCO3)NCCc1ccc(Cl)cc1 = -4
# NSD2 inh with O=C(O)C1CC(=O)N(c2ccc(OCc3c(F)cccc3Cl)cc2)C1 (configuration not stated) = 0

# (listing goes on)
SMILES,Cardiac RTF inh,C-LANA FP,DSG3 Ab inh,Arrestin-AP2 inh,NSD2 inh,CAL PDZ FP-1,CAL PDZ FP-2,DAGLB inh,Keap1 Nrf2 FP,V-ATPase pH
N#Cc1ccc(OCC(=O)NNC(=S)NC2CCCCC2)cc1,6,-1.4,95,-12,-3,.,-1.0,-3,1,1
CN(C)C(=O)c1c(NC(=O)c2ccccc2)sc2c1CCC2,-5,-0.1,102,-1,-1,-4,-0.8,-5,-1,1
Cc1ccc(N(C(=O)c2csnn2)C(C(=O)NC2CCCC2)c2cccnc2)c(C)c1 (configuration not stated),-6,-0.1,105,5,-1,-3,-3.0,0,0,-7
Nc1c(C(=O)Nc2ccc3c(c2)OCCO3)nnn1Cc1ccccc1,-12,-0.9,93,-12,0,3,-1.8,3,-1,-1
Cn1c(=O)c(C(=O)NCCO)c(O)c2ccccc21,1,-1.3,.,-7,-4,3,0.4,0,-3,-1
Cc1noc(C)c1CSCC(=O)N1CCN(c2ccc(F)cc2)CC1,-2,-1.4,102,25,0,-1,-0.9,0,-6,-1
Cc1[nH]n(-c2ccccc2)c(=O)c1C=Nc1ccc(S(=O)(=O)N(C)C)cc1,9,4.2,100,7,0,-3,-0.7,0,0,0
COc1ccc2c(c1)CCc1cn[nH]c1-2,-6,-1.2,100,3,1,1,-1.3,1,-5,3
Nc1cc(Oc2ccc(Cl)cc2Cl)nc(N)n1,-9,-0.2,107,13,-4,-6,2.2,1,4,-2
CCNS(=O)(=O)c1ccc(CCC(=O)NCc2ccncc2)cc1,1,0.8,118,48,-2,6,0.2,-1,2,1
O=C(COC(=O)c1ccc(-n2cnnn2)cc1)Nc1cc(Cl)ccc1F,-4,-0.9,.,30,-1,-6,-0.7,-2,-4,4
CCOc1ccc(NC(=O)c2ccc(NC(=O)COC(=O)c3ccc(NC(=O)CC#N)cc3)cc2)cc1,8,-1.1,91,32,-1,3,-1.2,-1,-3,-1
CC(CCCC(C)(C)O)NCCO (configuration not stated),1,0.0,119,-7,-4,-2,-3.7,-1,-1,-1
COc1ncnc2c1NC1=C(S2)C(=NCCC(=O)O)CC(C)(C)C1,-29,23,100,-3,3,0,0.3,-3,-1,-3
